# Eya2 inh: blocks the phosphatase activity of human Eya2. O00167. recombinant Eya2, OMFP fluorescence dephosphorylation (OMFP is methylfluorescein phosphate). Potency, µM (highest dose often 76.9 µM), inactives show at the top dose activity, negative = inhibition, hits mostly inhibitors. 330,000 compounds, 0.006% hits. AID 488837; also: potency is read from the fitted curve at half-maximal effect; % is scaled to controls: 0 for no effect and ±100 for the full control effect
# Target sequence (O00167 whole entry, looked up): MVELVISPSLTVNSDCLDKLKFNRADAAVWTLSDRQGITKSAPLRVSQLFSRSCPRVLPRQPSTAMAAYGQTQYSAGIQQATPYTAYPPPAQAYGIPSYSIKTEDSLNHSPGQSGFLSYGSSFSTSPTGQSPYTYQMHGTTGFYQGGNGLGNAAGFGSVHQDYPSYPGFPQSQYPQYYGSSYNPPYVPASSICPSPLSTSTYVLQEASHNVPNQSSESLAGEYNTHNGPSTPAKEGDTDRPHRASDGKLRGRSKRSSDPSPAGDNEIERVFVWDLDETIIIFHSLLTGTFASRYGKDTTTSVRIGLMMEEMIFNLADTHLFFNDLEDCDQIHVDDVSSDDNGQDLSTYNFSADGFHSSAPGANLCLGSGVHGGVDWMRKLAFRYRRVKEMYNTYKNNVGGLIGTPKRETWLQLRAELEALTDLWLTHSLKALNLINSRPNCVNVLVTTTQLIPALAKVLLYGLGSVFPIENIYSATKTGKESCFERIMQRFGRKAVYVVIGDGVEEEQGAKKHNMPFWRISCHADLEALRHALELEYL
#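 Eya2 (0.2 uM) preincubated 10 min at ambient with compound, then OMFP substrate added at 50 uM; 10 min reaction in 50 mM HEPES pH 7.5, 50 mM NaCl, 5 uM MgCl2, 0.05% BSA, 1 mM DTT. Fluorescence read at Ex 485/Em 525 nm.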
# KCNH2 WT inh: blocks the wildtype human KCNH2 potassium channel; Q12809; 340,000 compounds, 0.37% hits; U2OS, BacMam KCNH2, thallium flux FluxOr; hits give low values; activity change, % at 1.84 µM; AID 720551;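 active = maximum activity change below -70%; inconclusive = maximum activity change between -70% and -50%; inactive = maximum activity change above -50%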; also: % is scaled to controls: 0 for no effect and ±100 for the full control effect
#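 U2OS cells were transduced with wild-type KCNH2 virus (2.03 x 10^8 / mL) for 4 h at room temperature, then cultured overnight at 37 C. Thallium flux was read with FluxOr dye. Rate constants were normalized to DMSO controls.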
# MBNL1 CUG block: blocks human MBNL1 binding to CUG repeat RNA; Q9NR56; TR-FRET MBNL1-His/biotin-(CUG)12 binding, 665/545 ratio; Potency, µM (titrated, usually from 57.5 µM), for the others: at the highest dose activity change, negative = inhibition, most hits filed as inhibitors; 280,000 compounds, 0.036% hits; active = well fitted inhibition curve with a large enough effect in the signal ratio, with a control signal flat, not every such curve was filed as active; inconclusive = small, poorly fitted or top-dose-only effect, or effect the other way, or a change in a side signal; inactive = no such curve, though single readings can be large or run the other way; the % refers to the signal ratio; also: potency is read from the fitted curve at half-maximal effect; % is scaled to controls: 0 for no effect and ±100 for the full control effect
# Target sequence (Q9NR56 whole entry, looked up): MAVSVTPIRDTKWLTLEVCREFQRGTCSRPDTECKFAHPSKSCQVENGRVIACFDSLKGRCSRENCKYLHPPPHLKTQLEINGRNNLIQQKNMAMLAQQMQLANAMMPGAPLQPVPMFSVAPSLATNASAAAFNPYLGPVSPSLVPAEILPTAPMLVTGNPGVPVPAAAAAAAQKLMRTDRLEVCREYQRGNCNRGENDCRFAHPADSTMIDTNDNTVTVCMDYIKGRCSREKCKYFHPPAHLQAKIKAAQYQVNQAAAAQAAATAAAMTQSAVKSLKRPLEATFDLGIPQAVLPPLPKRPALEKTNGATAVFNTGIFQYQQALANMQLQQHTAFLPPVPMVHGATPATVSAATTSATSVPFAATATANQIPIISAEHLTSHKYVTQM
#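 Inhibition of protein-RNA binding appears as loss of TR-FRET between terbium anti-His antibody on MBNL1-His and streptavidin-XL665 on biotin-(CUG)12. Activity is normalized to buffer-only and uninhibited-complex controls.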
# PKM2 act: PKM2 (human) enzyme activation; Potency, µM (series often up to 57.5 µM), for the others: top-dose activation, usual class: activators; 260,000 compounds, 0.34% hits; purified PKM2, Kinase-Glo ATP luminescence, activation; response scale: 0% is enzyme alone, no compound; P14618; also: potency is read from the fitted curve at half-maximal effect; % is scaled to controls: 0 for no effect and ±100 for the full control effect; nearly all actives have a fitted effect of over 55% in size
#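 Purified hPK-M2 (>95%) run at intermediate activity with 0.1 mM ADP and 0.5 mM PEP in 50 mM imidazole pH 7.2, KCl, MgCl2; 1 h room temperature. ATP formed read by Kinase-Glo luminescence; normalized to uninhibited and no-enzyme controls.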
# Mito fusion act: inhibitors of mitochondrial division or activators of mitochondrial fusion | Potency, µM (doses to about 46.1 µM), for inactives: top-dose growth rescue (activation), most hits filed as activators | S. cerevisiae fusion-defective mutant growth rescue, CellTiterGlo 48 h | 320,000 compounds, 0.23% hits;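 also: potency is read from the fitted curve at half-maximal effect; % of control where 0% means no effect; nearly all actives have a fitted effect of over 45% in size; temperature-sensitive fusion mutants such as fzo1-1 at 37 °C on non-fermentable ethanol glycerol medium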
#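 Luminescent cell viability in 1536-well qHTS format served as the measure of rescued growth in ts fusion-mutant S. cerevisiae cultured on non-fermentable YPEG for 48 hours at 37C.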
# USP2a block: USP2a (human) protease inhibition. O75604. USP2 core, Ub-CHOP2 coupled fluorogenic reporter, 485/531. Potency, µM (highest dose often 38.3 µM), for the others: at the highest dose activity change, negative = inhibition, hits mostly inhibitors. 330,000 compounds, 0.01% hits. AID 463254;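 also: potency is read from the fitted curve at half-maximal effect; plate controls were DMSO wells for no effect and full inhibition by NEM control for full effect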
#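 USP2 core (10nM final) preincubated 30min RT with compound in 20mM Tris-HCl pH 8.0, 2mM CaCl2, 2mM beta-mercaptoethanol, 0.05% CHAPS; 25nM Ub-CHOP2 plus 25nM reporter substrate added, fluorescence (Ex485/Em531) read after 60min.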
# ASM inhibitor: blocks human secretory acid sphingomyelinase. P17405. placental ASM, HMU-PC fluorogenic substrate, 60 min. Potency, µM (top dose mostly 57.5 µM), for the others: at the top dose activity change, negative = inhibition, hits mostly inhibitors. 340,000 compounds, 0.006% hits. AID 504937; also: potency is read from the fitted curve at half-maximal effect
#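 Human placenta-derived ASM preincubated with compound 10 min at room temperature, then reacted with 9 uM (final) fluorogenic HMU-PC substrate for 60 min at 37 C. Stop solution raises pH to 10; fluorescence read at Ex 386/Em 447 nm.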
# GALK inhibitor: galactokinase (human) inhibition. Purified GALK, Kinase-Glo residual ATP luminescence. 270,000 compounds, 0.007% hits. AID 1868. P51570. Potency, µM (doses to about 57.5 µM), without a hit: at the top dose activity change, negative = inhibition, actives largely listed as inhibitors; also: potency is read from the fitted curve at half-maximal effect; % is scaled to controls: 0 for no effect and ±100 for the full control effect
#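 The enzyme phosphorylates galactose (100 uM) using ATP (35 uM); inhibition is detected as higher residual ATP, quantified by bioluminescence after 1 h reaction at room temperature, pH 8.0.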
# TSHR antagonist: human thyrotropin receptor antagonism; 330,000 compounds, 0.2% hits; activity change, negative = inhibition, % at 11.5 µM; TSHR-expressing cells, TSH-stimulated cAMP HTRF, 2 h; hits give low values; P16473;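 active = activity change below a set negative limit, meaning inhibition stronger than a set level, cut at about -70% in these data; inconclusive = activity change between two set negative limits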; also: % is scaled to controls: 0 for no effect and ±100 for the full control effect
#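 Antagonism was scored as loss of TSH-driven cAMP in TSHR cells, stimulated with 4nM TSH (EC80) for 2 hours at 37 deg C and detected by homogeneous HTRF competition immunoassay.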
# Menin-MLL TR inh: inhibitors of human menin-MLL interaction, mutant MLL peptide | Menin + Texas Red MLL mutant peptide, fluorescence polarization | 270,000 compounds, 0.23% hits | Potency, µM (series often up to 61.6 µM), inactives show at the top dose FP activity change, negative = inhibition, hits mostly inhibitors; active = well fitted inhibition curve with a large enough effect in the polarisation, with a control signal flat, not every such curve was filed as active; inconclusive = small, poorly fitted or top-dose-only effect, or effect the other way, or a change in a side signal; inactive = no such curve, though single readings can be large or run the other way; the % refers to the polarisation; also: potency is read from the fitted curve at half-maximal effect; % of control where 0% means no effect; many of its hits are not listed in these tables
# Chronic BCR inh: inhibitors of chronic active B-cell receptor signaling | ABC-DLBCL IkBa-CBG/CBR reporter, luminescence ratio, 4 h | Potency, µM (top dose mostly 46.1 µM), for inactives: at the highest dose ratio change, negative = lower green/red ratio, most hits filed as inhibitors | 340,000 compounds, 0.05% hits; active = well fitted inhibition curve with a large enough effect in the signal ratio, with a control signal flat, not every such curve was filed as active; inconclusive = small, poorly fitted or top-dose-only effect, or effect the other way, or a change in a side signal; the % refers to the signal ratio;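 also: potency is read from the fitted curve at half-maximal effect; plate controls were basal doxycycline-induced cells for no effect and cells given 10 µM MG132 for full effect; MG132 reads +100%, hits lower the ratio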
#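 Compounds up to 46 uM were incubated four hours with TMD8 cells whose green CBG68 luciferase is fused to IkappaBalpha; red CBR luminescence normalised the signal, and concentration-effect curves were fitted to fusion, red and ratio data.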
# * hit, by the source's call; ? = inconclusive; · = not tested or not shown; & = joins results of further samples; [ ] = another dose, or the depositor's remark. Unless noted, calls follow the shape of the dose curve; as a rule, active = well fitted curve in the direction sought with a large enough effect; inconclusive = small, poorly fitted or top-dose-only effect, or another doubt; inactive = no such curve, though single readings can be large; an effect the other way counts as inactive or inconclusive. These rows are one share of the data; the hit share may differ from the screen's.
SMILES,Eya2 inh,KCNH2 WT inh,MBNL1 CUG block,PKM2 act,Mito fusion act,USP2a block,ASM inhibitor,GALK inhibitor,TSHR antagonist,Menin-MLL TR inh,Chronic BCR inh
Cc1ccc(NC(=O)c2ccc(Cl)cc2Cl)cc1O,-2%,-24,2%,5%,-4%,1%,0%,-3%,-6,·,?
Cc1ccc(CNC(=O)C2CCC(=O)N2C2CCCCC2)cc1 (configuration not stated),-14%,13,-11%,1%,-1%,1%,-2%,4%,11,-3%,-1%
CC(OC(=O)c1ccc(NC(=O)CC#N)cc1)C(=O)NCCC1=CCCCC1 (configuration not stated),13%,-10,·,·,1%,-3%,4%,·,2,·,-3%
COc1ccc(COCC(CC(C)C)N2CCN(C(=O)c3cccc(C(F)(F)F)c3)CCC2=O)cc1 (configuration not stated),-6%,7,?,-19%,22%,-10%,-9%,·,36,1%,-3%
COc1ccccc1C(=O)N=c1sc2c(C)ccc(OC)c2n1C,-9%,-6,13%,-4%,17%,1%,-4%,-1%,1,·,-6%
COc1ccc(-c2nnc(SCC(=O)Nc3ccccc3)n2C)cc1,4%,16,-7%,-6%,4%,-3%,1%,1%,-6,-12%,2%
CC1(N2CCOCC2)CC2(O)C(=[N+]1[O-])CCc1c2no[n+]1[O-] (configuration not stated),-7%,0,?,-6%,2%,0%,-4%,4%,-3,-2%,?
COC(=O)c1sccc1N/C=C(\C#N)S(=O)(=O)C(C)(C)C,18%,-8,-7%,3%,-1%,2%,12%,·,0,·,?
COc1ccc(NS(=O)(=O)c2cc(Cl)ccc2Cl)cc1S(=O)(=O)N1CCCCC1,1%,-1,-3%,4%,3%,3%,-7%,0%,-6,2%,3%
CCc1ccc(C(C(=O)NC2CCCC2)N(CCOC)C(=O)CCC(=O)Nc2cc(C)on2)cc1 (configuration not stated),6%,3,-4%,·,-10%,1%,1%,-1%,5,-5%,4%
O=C(c1ccccc1)N1CCN(c2ncnc3sc4c(c23)CCC4)CC1,12%,0,-7%,20%,9%,1%,0%,1%,-14,-20%,?
Cc1ccc(C)c(OCCC(=O)NNC(=O)c2cc(C)oc2C)c1,-2%,-6,·,·,1%,0%,1%,·,7,·,?
COc1ccc2nc(NS(=O)(=O)c3ccc(NC(C)=O)cc3)sc2c1,-2%,7,18%,-3%,3%,-1%,1%,5%,-6,11%,0%
O=C(c1ccc(-c2cccc(C(F)(F)F)c2)o1)N1CCN(c2ccccc2O)CC1,-11%,-13,2%,1%,-11%,-8%,·,-4%,19,·,0%
CCCCn1c(N)c(N(CCOC)C(=O)CN(C)CC(=O)Nc2ccc(Cl)c(Cl)c2)c(=O)[nH]c1=O,-31%,9,·,·,·,3%,18%,·,-7,·,1%
CCOCC(=O)Nc1cc(C(F)(F)F)ccc1Oc1cccc(Br)c1,4%,-19,-1%,1%,4%,0%,-6%,·,-13,-18%,?
COc1ccc(NC(=O)CC2S/C(=N\c3nccs3)N(C)C2=O)cc1 (configuration not stated),-1%,0,-6%,-4%,-1%,-7%,-2%,5%,11,27%,14%
CCCC(=O)NC(c1ccc(OC)c(OC)c1)c1c(O)ccc2ccccc12 (configuration not stated),-1%,6,-6%,-7%,0%,-2%,63%[activator],0%,-6,22%,-10%
COc1cccc(CN2CCN(C(=O)Nc3ccc([N+](=O)[O-])cc3)CC2)c1,-8%,1,?,17%,2%,-7%,-1%,2%,-11,?,5%
O=C(Cc1cccc2ccccc12)NNC(=O)c1ccc(Br)o1,-8%,-1,5%,0%,-2%,-1%,-3%,-6%,18,-27%,0%
Cc1ccc(C(=O)O/N=C2\CCS(=O)(=O)c3sccc32)cc1,?,1,-4%,-4%,2%,0%,1%,-4%,34,-7%,2%
CCCC(=O)Nc1ccc(OCC(=O)OC)cc1,4%,-5,-5%,2%,3%,2%,2%,-1%,-8,17%,?
O=c1c2cnn(-c3ccc(F)cc3)c2ncn1Cc1cccnc1,-30%,-3,-1%,?,-1%,2%,1%,-1%,-6,-1%,2%
O=C(c1ccco1)N1CCN(C(=O)C2CC(c3ccccc3F)=NO2)CC1 (configuration not stated),5%,-9,-2%,-9%[0.46 µM],-1%,-1%,4%,-1%,7,1%,-1%
O=c1[nH]c2ccc(Cl)cc2c(-c2ccccc2)c1[N+](=O)[O-],-25%,1,-1%,?,3%,-2%,-8%,-1%,-11,-7%,3%
O=S1(=O)CC2NC(=S)N(c3cccc(Br)c3)C2C1 (configuration not stated),6%,2,-10%,-2%,-2%,2%,4%,·,-8,·,3%
O=C(NC(c1ccccc1)c1ccccc1)c1cccc(S(=O)(=O)NCc2ccccc2)c1,-2%,-28,3%,-1%,8%,-2%,-4%,0%,-13,2%,-1%
CCC(=O)N1C(Cc2ccccc2)COC1(C)C (configuration not stated),8%,3,-1%[11.5 µM],0%,2%,2%,2%,·,-3,8%,4%
CC1(C)CC(=O)C2=C(C1)Nc1ccccc1NC2c1ccc(F)cc1 (configuration not stated),0%,-6,1%,-1%[11.5 µM],-3%,-10%,-1%,-8%,20,-4%,3%
S=C(NCCc1ccccn1)Nc1cc(Cl)cc(Cl)c1,-24%,-11,-6%,9%,0%,2%,-2%,0%,5,·,0%
O=C(NC1CCc2ccccc21)C1CCN(S(=O)(=O)c2ccc(-n3cnnn3)cc2)CC1 (configuration not stated),12%,6,-11%,4%,3%,1%,2%,0%,-9,2%,10%
O=C(Cc1ccccc1)NC(NCCCN1CCOCC1)(C(F)(F)F)C(F)(F)F,0%,-3,-8%,-2%,0%,2%,0%,16%,-1,0%,1%
COc1cccc(Nc2nc(-c3ccccc3)nc3ccccc23)c1,4%,5,0%,·,-42%[inhibitor],5%,-23%,-3%,-11,?,?
COc1c(Br)cc(Br)cc1C(=O)Nc1ccccc1N1CCCC1,-24%,-12,-6%,·,-20%,0%,-3%,·,0,0%,-3%
Cc1ccc(NS(=O)(=O)c2cccc(C(=O)O)c2)cc1S(=O)(=O)N1CCOCC1,3%,16,·,-2%,-6%,1%,4%,1%,2,-3%,-1%
COC(=O)c1c(NC(=O)CSc2ccccc2N)sc(C)c1C,10%,-5,9%,-1%,20%,3%,-3%,-7%,-4,16%,?
O=C(Cc1ccc(-c2ccccc2)cc1)NCc1ccccc1,0%,1,·,-1%,0%,0%,4%,1%,14,-18%,?
COc1ccc(S(=O)(=O)NCCC(=O)NC(C)c2ccccc2)cc1 (configuration not stated),-7%,8,6%,2%,3%,1%,-1%,3%,-6,-12%,2%
O=C(NC1(C(F)(F)F)NC(=O)N(c2ccc(F)c(Cl)c2)C1=O)c1ccncc1 (configuration not stated),-3%,1,-11%,-9%,3%,2%,0%,5%,25,33%[activator],14%
COc1ccc(CNC(=S)N/N=C(\C)c2ccc(OC)cc2)cc1,1%,2,-4%,0%,19%,-5%,-9%,-1%,-6,·,?
COC(=O)Cc1ccc(OCc2ccc(Cl)nc2)cc1,0%,7,-5%,-8%,-3%,1%,5%,-1%,1,0%,?
CC(=O)Oc1cc2c(C(=O)NCc3ccncc3)c(C)oc2c2ccccc12,-2%,4,11%,?,23%,-1%,-1%,-1%,-5,·,-12%
O=C(CN1C(=O)S/C(=C\c2ccc(C(=O)O)cc2)C1=O)Nc1ccccc1,3%,2,16%,-18%,0%,1%,-2%,1%,11,23%,-4%
O=C(CNC(=O)c1ccc2c(c1)OCO2)NCc1cccs1,-3%,-1,·,·,·,3%,-1%,·,3,·,3%
COc1ccc(NC(=O)CCNS(=O)(=O)c2cccc3nsnc23)cc1,-11%,-11,?,0%,2%,-4%,1%,11%,-8,4%,-4%&11%

# Source: PubChem BioAssay
